EBV LMP1 NFkB: reduces LMP1-driven NF-kappaB luciferase signal | LMP1-induced NF-kappaB luciferase reporter cells, luminescence | inhibition, % at 12.5 µM | hit rate 0.69% among 350,000 | AID 504558; in the data active = inhibition above about 41%;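 note: 0% = neutral control wells and 100% = reference inhibitor control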
COUP-TFII inh: NR2F2 (human) inhibition, primary screen | inhibition, % at 8.6 µM | P24468 | hit rate 0.7% among 370,000 | HEK293T NGFI-A luciferase reporter, luminescence;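 active = inhibition above a per-plate cutoff, mean inhibition of test wells between control levels plus 3 SD, cut at about 38% in these data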;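 note: cells cotransfected with COUP-TFII expression vector driving the NGFI-A reporter; 0% = median of COUP-TF2 test wells and 100% = reporter-only cells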
LRH-1 inv ag: suppresses constitutive activity of human LRH-1; hit rate 0.13% among 360,000; inhibition, % at 3.6 µM; AID 602396; O00482; HEK293T StAR-luciferase reporter, LRH-1 transfected, 24 h;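 active = inhibition above the mean inhibition of all tested compounds plus 3 SD, cut at about 73% in these data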;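 note: 0% = DMSO wells and 100% = reporter-only cells lacking LRH-1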
SRC3 inh: inhibits human SRC3 coactivator; Q9Y6Q9; hit rate 0.17% among 360,000; inhibition, % at 3.6 µM; HEK293 GAL4-SRC3 luciferase reporter, luminescence;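 active = inhibition above a per-campaign cutoff, the mean of all compounds plus 3 SD, cut at about 60% in these data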;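 note: 0% = DMSO-treated cells and 100% = gossypol-treated cells at 36 µM; higher means less SRC3-driven luciferase light from the GAL4 reporter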
TROY signal inh: TROY signaling inhibition. Q293 LMP1-TROYcd NF-kB luciferase reporter, 4 h. inhibition, % at 10 µM. hit rate 0.98% among 360,000. AID 1347056;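 active = compounds whose plate-normalised and pattern-corrected inhibition of the luciferase reporter signal at the single screening dose is 50% or more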
TLR9-MyD88 block: blocks human TLR9 binding to MyD88; Q9NR96+Q99836; CHO BLA complementation TLR9-MyD88, CCF4 FRET ratio; inhibition, % at 4.98 µM; hit rate 0.21% among 340,000;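 active = inhibition above the mean over all tested compounds plus 3 SD, cut at about 21% in these data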;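 note: 0% = DMSO only wells and 100% = clavulanate BLA inhibitor control wells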
TWEAK Fn14 block: TWEAK-Fn14 signaling inhibition | TWEAK-stimulated Fn14 reporter cells, luciferase luminescence, 8 h | hit rate 2% among 360,000 | inhibition, % at 10 µM; in the data active = inhibition above about 50%
NOD2-RIPK2 inh: NOD2-RIPK2 protein interaction inhibition; AID 624267; O43353; CHO BLA complementation NOD2-RIPK2, CCF4 ratio; inhibition, % at 4.98 µM; hit rate 0.38% among 360,000; in the data active = inhibition above about 21%;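 note: 0% = vehicle only and 100% = reference blocker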
NCOA1 inh: inhibitors of human steroid receptor coactivator 1 (SRC1). Q15788. HEK293 GAL4-SRC1 luciferase reporter, luminescence. inhibition, % at 3.6 µM. hit rate 0.12% among 360,000. AID 588354;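 active = inhibition above the campaign mean plus 3 SD, with each screening campaign given its own cutoff, cut at about 60% in these data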;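 note: 0% = DMSO treated cells and 100% = gossypol at 36 µM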
C8 TRAIL sens: sensitizes caspase-8 expressing cells to TRAIL; NB7+C8 cells + TRAIL, ATPlite viability luminescence; hit rate 1% among 360,000; inhibition (viability loss, TRAIL sensitization), % at 10 µM;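 active = compounds causing at least 50% loss of cell viability in the single-dose screen, relative to plate controls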
NCOA2 inhibitor: inhibits human steroid receptor coactivator 2 | Q15596 | HEK293 GAL4-SRC2 luciferase reporter, luminescence | inhibition, % at 9 µM | hit rate 0.17% among 370,000 | AID 651957;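 active = inhibition above the mean inhibition of all tested compounds plus 3 SD, set per campaign, cut at about 52% in these data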;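 note: 0% = DMSO treated cells and 100% = cells given Gossypol at 36 µM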
Numbers without * were called inactive; . = not tested or not shown. Not all compounds are listed; rates above refer to the full screens.

The line under a structure holds: EBV LMP1 NFkB, COUP-TFII inh, LRH-1 inv ag, SRC3 inh, TROY signal inh, TLR9-MyD88 block, TWEAK Fn14 block, NOD2-RIPK2 inh, NCOA1 inh, C8 TRAIL sens, NCOA2 inhibitor
[1] COc1ccc(/C=C/C(=O)OCC(=O)Nc2ccc(S(N)(=O)=O)cc2)cc1OC
→ -1, -29, 12, 15, 15, 9, 0, -8, 0, 0, 6
[2] Cn1c(O)c(N=NC(=O)c2cc(-c3cccs3)nc3ccccc23)c2ccccc21
→ 10, -18, 2, -1, -37, -3, -10, 6, -5, 48, -2
[3] COc1ccccc1CNS(=O)(=O)c1c(C(=O)N2CCCCCC2)c(C)n(C)c1C
→ 4, 7, -2, 10, -14, 4, 4, 8, 12, -2, 7
[4] O=C(NCCN1CCN(c2ccccc2F)CC1)C1c2ccccc2C(=O)N2CCc3ccccc3C12 (centres undefined)
→ 2, 6, 15, 10, 13, -5, 6, -4, 7, -4, -18
[5] NS(=O)(=O)c1ccc(CCNc2ccc(C(F)(F)F)cn2)cc1
→ 3, -15, -10, 5, -11, -13, -6, 1, 2, 2, 14
[6] COc1ccccc1C(C[N+](=O)[O-])c1c(N)n(C)c(=O)n(C)c1=O (centres undefined)
→ ., -12, 19, 22, 31, ., 52*, 0, 9, 4, 18
[7] CN(c1ccccc1)S(=O)(=O)c1cccc(C(=O)NNC(=O)c2ccccc2)c1
→ 6, 28, 4, 21, 1, 1, -15, 1, 1, -10, 19
[8] COc1ccc(CNC/C=C/c2ccccc2)cc1
→ 6, 12, -3, -7, -10, -12, -1, 0, 0, -2, -6
[9] CC(c1nc2ccccc2c(=O)[nH]1)N(C)c1ccc2ccccc2c1 (centres undefined)
→ -2, -1, 18, 26, 16, 2, 14, 5, 7, -10, 2
[10] CCN(c1ccc(OC)cc1)S(=O)(=O)c1nnc(NC(=O)CC(C)C)s1
→ 5, 13, 12, 9, -1, 11, 20, -10, -15, -3, 5
[11] Cc1cc(C)cc(N(C(=O)c2cccs2)C2C=CS(=O)(=O)C2)c1 (centres undefined)
→ -4, 11, 13, 12, 5, -1, 16, -11, -3, 1, 12
[12] C/C(=N\NC(N)=S)c1ccc(-n2ccnc2)cc1
→ 7, -24, 45, 14, 14, -7, 7, 0, -7, 18, -16
[13] C/C(=N\NC(=O)C1CC1c1ccccc1)c1ccc(C)s1 (centres undefined)
→ -10, -9, 19, -1, -13, 11, 6, -3, -25, 0, -3
[14] O=C(NNC(=S)Nc1ccc(Cl)cc1Cl)C1CC1
→ 3, 7, -13, -9, -10, -4, -6, -3, -15, -15, 0
[15] COc1ccc(S(=O)(=O)N2CCOCC2)cc1NC(=O)c1cc2ccccc2o1
→ 2, 6, 1, -11, -11, -2, -11, 0, -16, -8, -15
[16] Cc1cc(C)c(S(=O)(=O)Nc2nnc(C)s2)c(C)c1
→ 3, -8, -12, 21, 23, 4, 0, -3, -7, -5, -3
[17] Cc1ccc(S(=O)(=O)N2CCN(CC(=O)N/N=C\c3ccncc3)CC2)cc1
→ -10, 22, -12, -19, -24, 1, -2, -12, -3, -11, 15
[18] CCOC(=O)N1CCN(C(=O)C2CCC(=O)N(CCCc3ccccc3)C2)CC1 (centres undefined)
→ -2, 19, -35, 5, 18, -10, 0, 10, -6, -3, -27
[19] O=C(c1ccc(-c2ccccc2Cl)s1)N1CCOCC1
→ -25, -22, -116, -142, -58, 1, -29, 9, -118, 16, -23
[20] COc1cc(C(=O)NCCOc2cc(C)cc(C)c2)c(Br)c(OC)c1OC
→ 13, 14, -17, -1, 9, -4, 12, 13, 1, 8, -6
[21] CSc1cccc(NC(=O)Cn2cnc(S(=O)(=O)N3CCCC3)c2)c1
→ -2, -11, 0, -3, 5, -1, -1, -2, -14, -4, 7
[22] O=C(N/N=C/c1ccc(OC(F)F)cc1OC(F)F)c1ccc(Br)cc1
→ 2, 8, -3, -14, -8, -11, -28, -1, 4, -5, 1
[23] Cc1ccc(NC2OC(CO)C(O)C2O)cc1[N+](=O)[O-] (centres undefined)
→ 8, 12, -3, 8, -3, 0, 3, -3, -11, -8, -40
[24] CCOC(=O)C1=CCN(S(=O)(=O)c2ccccc2[N+](=O)[O-])C1c1ccc(C)cc1 (centres undefined)
→ ., 21, -8, 4, -3, ., 12, -2, 0, -5, 6
[25] CC(C)C[C@H]1CN(CCCC[C@@H]2CNC(=O)C(=O)N2Cc2ccccc2)C(=O)C(=O)N1CCc1ccccc1
→ ., -6, 15, ., -11, ., 7, 5, ., -7, -10
[26] COC(=O)[C@@]12CCCCN1[C@H](c1ccc(-c3cc(C(C)=O)cs3)c(OC)c1)[C@H]1C(=O)N(C)C(=O)[C@H]12
→ -18, -5, -9, 17, 29, 4, 12, -5, -21, 25, -15
[27] CCN1CCC(NC(=O)c2cc(OC)c(OC)cc2OC)CC1
→ -1, -13, -6, -1, 2, -1, 0, -15, -3, -6, -4
[28] Nc1nncn1C(=O)c1c(Cl)cccc1Cl
→ 0, 5, 2, 14, -1, 2, 4, 4, 9, -9, -17
[29] COC(=O)c1ccccc1NC(=O)c1cc(-c2ccco2)on1
→ -8, -18, -12, 7, 15, -4, 8, 2, 12, 19, -15
[30] CCOC(=O)c1ccccc1NC(=O)CSc1nnnn1C1CCCCC1
→ 5, -2, 10, 7, -15, -8, 1, -5, 1, 17, 1
[31] CCC(=O)Nc1ccc(NC(=O)CSc2nnc(-c3ccc(O)cc3)n2CC2CCCO2)cc1 (centres undefined)
→ -2, -7, 21, 13, -10, -1, 2, 3, -3, 0, 7
[32] Cc1cc(F)ccc1NC(=O)C1CCN(S(=O)(=O)c2ccc3c(c2)CCCC(=O)N3)CC1
→ -2, -2, -12, 6, -7, -14, 23, 8, 3, -6, -9
[33] O=C(Cn1nnc(-c2cc(Cl)ccc2-n2cnnn2)n1)N1CCCc2ccccc21
→ 5, 7, -5, -6, 2, -7, -1, -13, -4, -3, -7
[34] CCCCNCc1cc(Br)c(OCC(=O)N2CCOCC2)c(OC)c1
→ -28, 10, -23, 16, 1, -6, -1, -12, -12, -13, 0
[35] O=[N+]([O-])c1cc(S(=O)(=O)N2CCCC2)ccc1N/N=C/c1ccccn1
→ 13, 0, -12, -2, 7, -13, -15, -4, 15, -1, 11
[36] CC(=O)c1sc(NC(=O)c2ccccc2F)nc1C
→ 7, -21, -129, -98, -18, -4, 41, -28, -110, 27, -52
[37] COc1ccc(S(=O)(=O)N2CCOC2CNC(=O)C(=O)NCc2ccccc2OC)cc1 (centres undefined)
→ 6, -4, 10, 3, 2, 8, 1, -2, -9, -18, 9
[38] O=C(CCCCCn1c(SCc2ccncc2)nc2ccccc2c1=O)NCc1ccco1
→ -1, -15, -1, -9, -5, -2, -16, 11, -1, 0, -7
[39] COc1ccc(NC2CCCN(C(=O)c3cccs3)C2)cc1 (centres undefined)
→ -7, 11, 13, 9, 5, 3, -23, 1, -13, 2, -28
[40] O=C(COC(=O)c1cnccn1)c1ccc(Cl)c([N+](=O)[O-])c1
→ -7, 0, 3, 13, 11, 4, 1, 1, 4, -7, 3
[41] O=C(O)C1CCN(S(=O)(=O)c2ccc(N3CCCC3C(=O)O)c([N+](=O)[O-])c2)CC1 (centres undefined)
→ -9, 14, 14, 28, 7, -7, 19, -8, 2, -15, -9
[42] CCC(=O)Nc1c2c(nn1-c1ccc(F)cc1)CS(=O)(=O)C2
→ ., 5, 6, -3, 7, -6, -6, -4, -1, 1, 10
[43] CCOc1ccc(NC(=O)CSc2nnc(C)n2C2CC2)cc1S(=O)(=O)N1CCCC1
→ 4, -4, 4, -9, -14, 3, -2, 3, -8, -11, -27
[44] COc1ccc(C(=O)NCCCSC)cc1OC1CCN(C(C)C)CC1
→ -3, -10, 7, 2, 3, -2, -15, -11, 6, -2, -6
[45] COCOc1cccc(CN2CCC(C)(Oc3ccc(C(C)=O)cc3)C2)c1 (centres undefined)
→ ., -6, 12, -6, -10, ., 3, 3, -11, -3, -18
[46] CCOC(=O)C1=CC[C@@H](c2ccc(OC)cc2)N(S(=O)(=O)c2ccc(C)cc2)[C@H]1CC
→ ., 9, 1, 7, 17, ., -16, -16, 12, -2, -8
[47] COc1ccccc1N1CCN(Cc2cccs2)CC1
→ -13, -8, 9, 16, -13, 4, 1, -10, -10, -5, 1
[48] COCCNc1oc(COc2cccc(C)c2)nc1C#N
→ -5, -3, -39, -24, -1, -4, -23, -3, -30, -17, -54
[49] O=C1C(=O)N(CCCN2CCOCC2)C(c2ccc([N+](=O)[O-])cc2)/C1=C(\O)c1ccc2c(c1)OCCO2 (centres undefined)
→ 3, 9, -3, 6, -27, -1, -10, 1, -5, 2, -23
[50] CCOC(=O)c1cc2n(c1/N=C/N(C)C)-c1ccccc1C2=O
→ 7, -13, 2, 1, 14, -4, 23, 5, 0, -6, -26
[51] CC(=O)Oc1ccccc1Cn1c(C)c(C(=O)NCc2cccc(Cl)c2)sc1=O
→ ., 15, -46, 12, 7, ., -14, -2, -10, -7, -7
[52] Nc1ccc(S(=O)(=O)Nc2nccs2)cc1
→ 1, -8, -10, -3, -5, 0, 1, 5, -4, -19, -5
[53] COc1cc2c(cc1OC)C(c1ccc(Br)cc1)NC(=O)C2 (centres undefined)
→ 10, -16, 6, 7, -10, -1, -9, -8, 1, -5, -15
[54] CCN(CC)CCCNC(=O)C(C)n1c2ccccc2c2nc(=O)cc(C)n21 (centres undefined)
→ -2, 3, -17, -12, -8, 4, 15, -4, -32, 7, 23
[55] Cc1ccc(C)c(C(=O)CN2C(=O)C(=O)N(C3CCCC3)C2=O)c1
→ -8, -8, -6, -6, -7, 0, 15, 7, 3, -3, 1
[56] CCOC(=O)c1cccc(C2=CC(=O)C[C@H](c3ccc(Cl)cc3)C2)c1
→ -8, 20, 5, -12, -16, 6, -12, 7, -1, 0, -12
[57] COc1ccc(-c2nc3c(c(=O)[nH]c(=O)n3Cc3ccccc3)n2CCO)cc1
→ 5, 7, -11, -48, 8, -8, -3, -5, 7, 9, 2
[58] COc1ccccc1-c1cc(C(=O)O)c2c(=O)n(C)c(=O)n(Cc3ccccc3)c2n1
→ -2, 14, 1, 17, -1, 5, 6, -4, -11, -7, 4

Assay outcomes as filed in PubChem.
